From PubChem BioAssay
GPR151 activ = activators of human GPR151; Q8TDV0; PathHunter beta-arrestin GPR151 cells, luminescence; activation, % at 11.2 µM; actives 1% (n = 650,000); AID 1508602; in the data active = activation above about 4.9%;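 note: 0% = median of compound wells and 100% = cells with positive control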
FBW7 activator = activators of human E3 ligase FBW7; Q969H0; AlphaScreen FBW7–phospho-cyclin E peptide binding, activator screen; normalized activity (activation), % at 26.1 µM; actives 0.13% (n = 650,000); AID 1259310; in the data active = normalized activity above about 1.9%;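 note: purified mutant Fbw7 with reduced substrate affinity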
Target sequence (Q969H0 whole entry, looked up): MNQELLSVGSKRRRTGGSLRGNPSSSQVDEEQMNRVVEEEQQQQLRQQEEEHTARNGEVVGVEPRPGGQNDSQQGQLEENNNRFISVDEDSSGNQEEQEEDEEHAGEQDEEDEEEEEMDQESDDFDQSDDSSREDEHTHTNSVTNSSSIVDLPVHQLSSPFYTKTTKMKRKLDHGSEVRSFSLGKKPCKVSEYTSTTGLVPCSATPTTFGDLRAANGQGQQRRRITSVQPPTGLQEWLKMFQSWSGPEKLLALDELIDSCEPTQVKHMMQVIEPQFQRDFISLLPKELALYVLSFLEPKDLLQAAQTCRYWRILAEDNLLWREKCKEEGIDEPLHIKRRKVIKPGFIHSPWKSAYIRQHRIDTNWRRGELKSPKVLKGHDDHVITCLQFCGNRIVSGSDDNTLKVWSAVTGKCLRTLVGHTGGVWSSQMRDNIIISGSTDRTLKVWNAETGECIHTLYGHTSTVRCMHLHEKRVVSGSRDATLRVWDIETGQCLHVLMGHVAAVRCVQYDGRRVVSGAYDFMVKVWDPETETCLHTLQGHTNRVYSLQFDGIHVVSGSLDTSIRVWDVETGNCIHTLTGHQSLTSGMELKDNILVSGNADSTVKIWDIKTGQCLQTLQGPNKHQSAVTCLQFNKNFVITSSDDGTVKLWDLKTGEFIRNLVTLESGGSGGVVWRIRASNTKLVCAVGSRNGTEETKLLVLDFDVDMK
MITF primary = human MITF inhibition, primary screen; O75030; AlphaScreen MITF homodimerization, bead proximity signal; inhibition, % at 2.6 µM; actives 0.91% (n = 650,000); in the data active = inhibition above about 50%;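 note: 0% = vehicle wells with protein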
TEAD-YAP block = TEAD-YAP interaction inhibition; actives 1.4% (n = 640,000); inhibition, % at 9.12 µM; HEK-TIYL cells, TEAD-Gal4/YAP UAS-luciferase luminescence; in the data active = inhibition above about 32%;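 note: 0% = median of test compound wells and 100% = reference inhibitor wells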
The depositor's hits bear a star; & = joins results of further samples.

#	SMILES	GPR151 activ	FBW7 activator	MITF primary	TEAD-YAP block
1	CCC1CN(CCC(=O)N(C)Cc2ccc3nccnc3c2)Cc2cc(OC)ccc2O1 (centres undefined)	0.9	-0.3	-19.8	8.4
2	Cc1cc(=O)[nH]c2c(C)c(N)ccc12	-0.9	-0.3	-13.9	2.0
3	CCc1ccc(S(=O)(=O)Nc2cc3c(C(=O)OC)c(C(C)(C)C)oc3c3ccccc23)cc1	0.1	0.3	19.0	7.2
4	O=C(c1nn2c(c1Cl)NC(c1ccc(Cl)cc1)CC2C(F)(F)F)N(Cc1ccccc1)c1ccccc1 (centres undefined)	1.4	0.0	3.9	9.5
5	CC(=O)c1ccc(OCc2cc(C(=O)N(C)C(C)c3nccs3)no2)cc1 (centres undefined)	-1.1	-0.1	4.5	-39.0
6	COc1cc(/C=C(\C#N)C(N)=O)cc(OC)c1O	1.0	0.3	12.0	-19.8
7	O=C(NC1CCN(S(=O)(=O)c2ccccc2C(F)(F)F)CC1)c1ccco1	0.3	0.1	77.5*	1.4
8	Cc1cc(C)cc(C(=O)N(c2ccccc2)C2C=CS(=O)(=O)C2)c1 (centres undefined)	1.3	-0.2	-3.7	5.6

(next part)
#	SMILES	GPR151 activ	FBW7 activator	MITF primary	TEAD-YAP block
9	O=C1c2ccccc2NC(c2ccc(OCc3ccccc3)cc2)N1c1ccc(Cl)c(Cl)c1 (centres undefined)	-4.1	-0.1	-9.5	-52.6
10	COc1ccc(S(=O)(=O)NC(=O)c2c(C)noc2C)cc1	-1.1	0.0	2.2	4.3
11	O=C(CC1C(=O)NCCN1Cc1cccc(F)c1)NC1(c2ccccc2)CC1 (centres undefined)	0.7	0.0	-5.7	-1.1
12	C/C(=N\N=C1\NC(=O)C(CC(=O)Nc2ccccc2C)S1)c1ccc(F)cc1 (centres undefined)	-0.4	0.0	6.3	3.6
13	COc1ccc(-c2cc3ccccc3[nH]2)cc1	-3.4	0.0	-0.3	-86.4
14	CCOC(=O)c1sc(SC)c(C(=O)OCC)c1C	4.5	-0.1	-3.0	1.5
15	O=C(CSC1CC(=O)N(c2ccc(I)cc2)C1=O)Nc1ccc(F)cc1 (centres undefined)	-0.6	0.0	4.7	-0.9
16	N#Cc1c(-c2ccccc2)cc(N2CCOCC2)n2c1nc1ccccc12	0.8	0.1	-7.5	-4.9

Additional entries:
#	SMILES	GPR151 activ	FBW7 activator	MITF primary	TEAD-YAP block
17	Cc1ccccc1-c1nnc(NC(=O)c2ccc([N+](=O)[O-])cc2[N+](=O)[O-])s1	2.4	0.2	13.3	2.3
18	O=C(CCNC(=O)c1ccc(F)cc1)NCC1CCCO1 (centres undefined)	1.3	0.3	17.0	6.9
19	Cc1ccccc1NC(=S)NNC(=O)c1ccc(N2CCOCC2)c([N+](=O)[O-])c1	2.4	-0.3	-0.2	0.8
20	Cc1ccc(NC(=O)CNCCN2CCCCC2)cc1Br	-0.3	0.1	-10.4	-14.9
21	CC1CC(C)CN(c2nc3c(c(=O)n(C)c(=O)n3C)n2Cc2ccc(Cl)cc2)C1 (centres undefined)	-0.1	0.6	-1.6	2.5
22	COc1cc(OC)cc(C(=O)Nc2c(C(=O)Nc3ccccc3)oc3ccccc23)c1	1.2	0.0	9.3	8.4
23	COc1ccc(S(=O)(=O)N(CC(=O)Nc2ccc3c(c2)OCO3)c2ccc(C)cc2)cc1OC	-0.8	-0.2	6.4	3.8
24	O=C(c1cnn(-c2ccccc2)c1-n1cccc1)N1CCC(C(=O)N2CCCCC2)CC1	0.0	0.0	-1.2	1.5

More compounds follow.
#	SMILES	GPR151 activ	FBW7 activator	MITF primary	TEAD-YAP block
25	O=C(c1cc2nc(-c3ccc([N+](=O)[O-])cc3)cc(C(F)(F)F)n2n1)N(Cc1ccccc1)c1ccccc1	-0.4	0.0	-12.5	-0.7
26	CC(=O)C(C)n1c(CN(Cc2ccccc2)Cc2ccccc2)nc2c1c(=O)[nH]c(=O)n2C (centres undefined)	0.8	0.0	8.3	3.3
27	CCCNC(=O)C1CCN(c2ccc(NCCN3CCOCC3)nn2)CC1	0.4	0.2	10.2	-3.0
28	CC(C)c1ccc(C2Oc3ccccc3C3CC(c4ccc(Br)cc4)=NN32)cc1 (centres undefined)	1.2	0.0	2.0	-15.5
29	CN1CC2CCCC3=C2N(C1)C(=S)NC31CCCCC1 (centres undefined)	-0.6	0.1	-20.8	5.8
30	CCCC(=O)Nc1ccccc1NC(=O)c1ccc(OC)c([N+](=O)[O-])c1	4.3	0.2	14.9	15.4
31	O=c1c2cnn(-c3ccc(F)cc3)c2ncn1Cc1ccc(Br)cc1	-0.7	0.5	8.8	4.5
32	COC(=O)c1cc(Cl)cc([N+](=O)[O-])c1O	0.6	0.7	8.6	6.2

Following part
#	SMILES	GPR151 activ	FBW7 activator	MITF primary	TEAD-YAP block
33	COCCn1c(SCC(=O)Nc2nc(C)cs2)nnc1-c1cccs1	0.4	0.0	20.1	-4.1
34	Cc1[nH]c2c(Cl)ccc(Cl)c2c1CCNC(=O)Cn1nc(C)c2ccccc2c1=O	-0.8	0.0	-6.2	1.1
35	O=C(Oc1ccc(N2C(=O)C3CCCCC3C2=O)cc1)c1ccc([N+](=O)[O-])cc1 (centres undefined)	0.5	0.0	10.2	5.3
36	O=C1CCCC(=O)N1c1ccc(Oc2ccc(Cl)cc2)cc1	0.9	0.6	-9.5	-13.2
37	COc1ccc(C(=O)Nc2ccccc2C(=O)NC(C(=O)N2CCCC2)C(C)C)cc1 (centres undefined)	-0.3	0.1	3.0	0.7
38	COc1ccc(CN2CCNC(=O)C2CC(=O)N(C)C2CCCCC2)cc1OC (centres undefined)	-0.5	0.1	2.3	-15.4
39	Cc1nc2ccccc2c2c1C(=O)N(c1cccc(O)c1)C2=O	0.4	-0.1	4.5	-0.6
40	CC1=C(C(N)=O)C(c2ccc(Cl)cc2)n2nc(-c3ccccc3)nc2N1 (centres undefined)	0.3	0.0	2.6	-4.6

New compounds follow
#	SMILES	GPR151 activ	FBW7 activator	MITF primary	TEAD-YAP block
41	O=C(O)[C@H]1CN(C(=O)CCc2ccco2)C[C@@H]1c1ccc(F)cc1	0.1	0.0	6.5	-0.7
42	Cc1ccc(C)c(CNc2ccc3cn[nH]c3c2)c1	0.8	0.1	7.0	-0.5
43	Cc1cc2c(NCC3CCCO3)ncnc2s1 (centres undefined)	0.4	0.1	8.0	13.5
44	C=CCOc1ccc(-n2c(C)cc(/C=C3\C(=O)NC(=O)N(C)C3=O)c2C)cc1	1.2	-0.6	-13.1	-6.1
45	Cc1ccc(S(=O)(=O)Nc2ccccc2C(c2ccc(Br)cc2)c2ccc(C)o2)cc1 (centres undefined)	-0.6	-0.1	-0.5	-3.5
46	CCOC(=O)C1(Cc2ccccc2)CCN(Cc2ccc(N3CCNC3=O)cc2)CC1	0.8	-0.1	-3.0	-8.0
47	Cc1ccc(S(=O)(=O)NC(C)C(=O)Nc2ccc(Br)cc2)cc1 (centres undefined)	-0.1	-0.1	8.9	3.2
48	Cc1cc(C)nc(N2CCC(C(=O)NCC3CCCO3)CC2)n1 (centres undefined)	1.4	0.1	-11.3	0.7

Continuation.
#	SMILES	GPR151 activ	FBW7 activator	MITF primary	TEAD-YAP block
49	CCC1C(c2ccccc2)=[N+]([O-])C(C)(c2ccc(OC)c(OC)c2)N1O (centres undefined)	0.4	-0.4	-1.8	-4.7
50	CN(C)C(=O)c1nc2ccc(Cl)cn2c1CNC1CCN(Cc2ccccc2)C1 (centres undefined)	-0.3	-0.1	-20.9	2.5
51	Cc1cc2ncn(S(=O)(=O)c3ccc(S(N)(=O)=O)cc3)c2cc1C	-1.0	0.1	19.4	-1.8
52	N=c1c(C(=O)NC2CCCC2)cc2c(=O)n3ccccc3nc2n1CC1CCCO1 (centres undefined)	-0.2	0.3	3.6	-9.3
53	COc1ccc(NC(=O)CC(c2ccc3c(c2)OCO3)c2ccccc2OC)cc1 (centres undefined)	0.2	0.0	4.9	-4.1
54	N#Cc1c(NC(=O)c2ccc([N+](=O)[O-])cc2Cl)sc2c1CCCC2	-0.3	0.0	15.6	1.8
55	CCC(C)N(C(=O)c1csnn1)C(C(=O)NC(C)(C)C)c1ccccn1 (centres undefined)	0.0	-0.1	3.2	-2.1
56	COc1nn(C)cc1C(=O)N1CCC(C(=O)NCc2ccco2)CC1	-0.8	-0.2	-5.4	-5.0

Continued:
#	SMILES	GPR151 activ	FBW7 activator	MITF primary	TEAD-YAP block
57	COc1ccc(S(=O)(=O)N2CCN(Cc3ccc(C)cc3)CC2)cc1	-1.2	0.7	23.4	-3.6
58	CC1CCC(C(C)C)C(OC(=O)CN2C(=O)c3ccccc3C2=O)C1 (centres undefined)	0.0	0.1	-0.1	-6.0
59	CC(C)(C)c1ccc(OCC(=O)Nc2ccccc2F)cc1	0.8	0.0	-10.0	-63.4
60	Cc1cccc(N2CCN(C(=O)c3ccc(N4CC5CC(C4)c4cccc(=O)n4C5)c(NC(=O)c4ccncc4)c3)CC2C)c1 (centres undefined)	2.7	-0.1	1.1	3.1
61	COCC(=O)Nc1ccc(C)cc1Br	-0.6	-0.1	5.8	-14.9
62	Cc1ccc(C(=O)Nc2ccc(Sc3ccccc3)cc2)cc1S(=O)(=O)N1CCOCC1	0.5	0.0	15.8	35.6*
63	O=C1NC2(CCCCCCC2)C(=O)N1CC(=O)N1CCCc2ccccc21	0.5	-0.2	-8.9	2.9
64	CCCNC(=O)CCC(=O)N1CCOc2ccccc21	1.5	-0.1	6.1	4.0

Next records follow:
#	SMILES	GPR151 activ	FBW7 activator	MITF primary	TEAD-YAP block
65	COc1cc2c(=O)c3ccccc3sc2c(OC)c1OC	-0.7	0.3	24.5	1.4
66	CC(=O)Nc1cccc(NC(=O)CSc2nnc(C)c(C)n2)c1	0.7	0.0	-4.9	3.8
67	O=C(Cn1cc(S(=O)(=O)c2ccccc2)c(=O)c2ccccc21)Nc1ccc(F)cc1	1.4	0.1	-1.2	3.1
68	O=C(CNC(=O)c1ccc(Br)o1)Nc1ccc(F)c([N+](=O)[O-])c1	1.1	-0.1	-5.4	3.0
69	CCOC(=O)/C(=C\c1ccccc1OCC)C(=O)CN1C(=O)c2ccccc2S1(=O)=O	-0.1	0.3	14.0	-2.8
70	Cc1ccc(C2NC(=O)NC(O)(C(F)(F)F)C2C(=O)c2ccc(F)cc2)cc1 (centres undefined)	-0.9	0.0	25.3	2.0
71	CCOC(=O)c1ccc(NC(=O)Nc2ccc(C(=O)OCC)cc2)cc1	-0.8	0.1	5.1	10.5
72	COc1ccc(/C=N/NC(=O)C(=O)N2CCCC2)cc1	-0.6	0.1	41.6	-6.1

(more compounds)
#	SMILES	GPR151 activ	FBW7 activator	MITF primary	TEAD-YAP block
73	CC1CN2C(=O)Cc3c(S(=O)(=O)N(C)Cc4ccccc4)ccc(c32)S1 (centres undefined)	-0.1	0.2	15.2	14.6
74	CCN(CC)CCn1c(=S)sc2c(=O)n(-c3ccccc3)c(SCc3ccccc3C)nc21	-0.4	0.0	9.3	-16.0
75	COC(=O)C1=C(C)NC(C)=C(C(=O)OC(C)C)C1c1cccc2nonc12 (centres undefined)	0.0&1.9&1.0&0.7	0.1&-0.1&0.1	-7.9&-7.9&-10.2	-7.5
76	CC1(C)C2CCC1(CS(=O)(=O)NC1CCN(Cc3ccccc3)CC1)C(=O)C2 (centres undefined)	-1.7	0.3	1.0	-2.3
77	CC1CCN(CN2C(=S)SC3=NC(=O)CCCN32)CC1	-1.4	0.0	-7.1	6.7
78	O=C(Cn1ncn2c(cc3ccccc32)c1=O)NCCC1=CCCCC1	0.3	-0.2	4.3	7.5
79	Cc1c(C(=O)NC(C)c2ccccc2)sc2nc3n(c(=O)c12)CCCCC3 (centres undefined)	2.5	0.4	7.4	-3.9
80	Cc1ccc(C(=O)O)cc1N1C(=O)c2ccc(C(=O)c3cccc([N+](=O)[O-])c3)cc2C1=O	-0.2	0.0	5.0	-1.0

Part of the list above, field by field.
75	COC(=O)C1=C(C)NC(C)=C(C(=O)OC(C)C)C1c1cccc2nonc12 (centres undefined)
- GPR151 activ: 0.0&1.9&1.0&0.7
- FBW7 activator: 0.1&-0.1&0.1
- MITF primary: -7.9&-7.9&-10.2
- TEAD-YAP block: -7.5

76	CC1(C)C2CCC1(CS(=O)(=O)NC1CCN(Cc3ccccc3)CC1)C(=O)C2 (centres undefined)
- GPR151 activ: -1.7
- FBW7 activator: 0.3
- MITF primary: 1.0
- TEAD-YAP block: -2.3

77	CC1CCN(CN2C(=S)SC3=NC(=O)CCCN32)CC1
- GPR151 activ: -1.4
- FBW7 activator: 0.0
- MITF primary: -7.1
- TEAD-YAP block: 6.7

(continued)
#	SMILES	GPR151 activ	FBW7 activator	MITF primary	TEAD-YAP block
81	C=CCNC(=S)NNC(=O)c1ccccc1Br	0.2	0.2	8.9	-1.1
82	Cc1ccc2nc(-c3ccc(C)c(NC(=O)c4cccc5ccccc45)c3)oc2c1	-4.8	0.2	8.1	-10.4
83	O=S1(=O)CCN=C2SC3=C(CCCC3)N21	-0.4	0.3	15.2	0.9
84	CCc1cccc(NC(=O)C(=O)c2c(O)[nH]c3ccccc23)c1	1.0	-0.1	3.0	0.8
85	Cc1cccc(-c2noc(CCC(=O)Nc3ccc(C)c(C)c3)n2)c1	0.2	0.2	12.1	2.5
86	COc1ccc(/C=C/c2nn3c(COc4ccccc4)nnc3s2)cc1	-0.2	-0.1	-4.8	1.3
